Screening results: PubChem, several laboratories
Wnt act: Wnt/beta-catenin pathway activators, primary screen, cell-based, plate reader, single point; Wnt/beta-catenin reporter cell assay, activator; activation, % at 9.35 µM; actives 1.2% (n = 300,000); in the data active means activation above about 30%, passing the limit was not always enough;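 further: 0% = neutral control wells and 100% = positive control wells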
Keap1 Nrf2 FP: Keap1-Nrf2 protein-protein interaction inhibitors, primary screen, biochemical, fluorescence polarization, single point | Kelch-like ECH-associated protein 1 (Homo sapiens), Q14145 | Keap1 Kelch-Nrf2 peptide fluorescence polarization, 1536-well | inhibition, % at 9.4 µM | actives 0.15% (n = 340,000) | AID 504523, 2011; in the data active means inhibition above about 12%;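 further: human Keap1 Kelch domain with fluorescein labeled Nrf2 9mer peptide probe; 0% = neutral control wells and 100% = peptide positive control; higher means more block of Keap1 binding to Nrf2 peptide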
cardiac RTF act: cardiac RTF calcium sensitivity activators, primary screen, biochemical, IANBD-TnC fluorescence, EC20 calcium. Troponin I, cardiac muscle (Homo sapiens) + Troponin T, cardiac muscle (Homo sapiens) + …. IANBD-labeled TnC RTF fluorescence at EC20 calcium; 0% EC20 calcium, 100% full calcium. activation, % at 7.2 µM. actives 0.24% (n = 340,000). AID 493008, 2010;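 active means activation above the mean over all tested compounds plus 3 SD, cut at about 30% in these data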;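 further: rise in fluorescence read as greater calcium sensitivity of cardiac thin filaments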
Cardiac RTF inh: cardiac RTF calcium sensitivity inhibitors, primary screen, biochemical, IANBD-TnC fluorescence, EC70 calcium; Troponin I, cardiac muscle (Homo sapiens) + Troponin T, cardiac muscle (Homo sapiens) + …; IANBD-labeled cardiac RTF, Ca2+ fluorescence; inhibition, % at 7.15 µM; actives 0.12% (n = 340,000); AID 493244, 2011;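 active means inhibition above the mean inhibition of all tested compounds plus 3 SD, cut at about 17% in these data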;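 further: assay run at fixed EC70 calcium of 1.6 mM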
LANA DNA inh: inhibitors of KSHV C-LANA binding to DNA, primary screen, biochemical, fluorescence polarization, FAM-LBS DNA, MBP-C-LANA, single point | actives 0.078% (n = 340,000) | Kaposi's sarcoma herpesvirus LANA C-terminal domain (residues 932-1162) DNA binding | inhibition, % at 9 µM;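 active means highest replicate inhibition at or above 60% at 9 µM, even if other replicates fall short; inactive means all replicates below 60% inhibition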;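 further: 0% = neutral control wells and 100% = 4 µM acridine orange control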
DSG3 Ab inh: inhibitors of pemphigus antibody binding to DSG3, primary screen, biochemical, bead-based, flow cytometry, scFv-GFP; DSG3-coupled beads, scFv-anti-DSG3-GFP binding; stronger effect = lower value; binding (percent of control), % at 10 µM; actives 0.48% (n = 310,000); AID 588358, 2011;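 active means binding more than 3 SD below its plate's average and above zero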;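 further: hits lower antibody fragment binding to DSG3; some compounds called inactive have numbers as strong as hits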
MOR-DOR ag: agonists of OPRM1-OPRD1 heterodimerization, primary screen, cell-based, luminescence; AID 504326, 2011; activation, % at 9.3 µM; actives 0.3% (n = 340,000); Mu-type opioid receptor (Homo sapiens) + Delta-type opioid receptor (Homo sapiens), …; cells; in the data active means activation above about 18%;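 further: 0% = vehicle-treated cells and 100% = reference agonist; values of inactives mirror those of a sister screen read the other way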
Target sequence (P35372 whole entry, looked up): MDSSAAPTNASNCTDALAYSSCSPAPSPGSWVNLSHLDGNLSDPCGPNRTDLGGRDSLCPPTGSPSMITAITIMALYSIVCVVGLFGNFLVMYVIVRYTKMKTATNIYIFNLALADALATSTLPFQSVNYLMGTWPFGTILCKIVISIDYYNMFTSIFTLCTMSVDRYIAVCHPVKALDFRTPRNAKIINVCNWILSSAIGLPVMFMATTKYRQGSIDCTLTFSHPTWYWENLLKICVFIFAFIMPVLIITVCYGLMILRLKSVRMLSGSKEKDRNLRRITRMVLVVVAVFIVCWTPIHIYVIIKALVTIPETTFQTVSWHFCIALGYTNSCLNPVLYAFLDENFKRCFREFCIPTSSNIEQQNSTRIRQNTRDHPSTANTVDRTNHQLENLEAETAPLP
Target sequence (P41143 whole entry, looked up): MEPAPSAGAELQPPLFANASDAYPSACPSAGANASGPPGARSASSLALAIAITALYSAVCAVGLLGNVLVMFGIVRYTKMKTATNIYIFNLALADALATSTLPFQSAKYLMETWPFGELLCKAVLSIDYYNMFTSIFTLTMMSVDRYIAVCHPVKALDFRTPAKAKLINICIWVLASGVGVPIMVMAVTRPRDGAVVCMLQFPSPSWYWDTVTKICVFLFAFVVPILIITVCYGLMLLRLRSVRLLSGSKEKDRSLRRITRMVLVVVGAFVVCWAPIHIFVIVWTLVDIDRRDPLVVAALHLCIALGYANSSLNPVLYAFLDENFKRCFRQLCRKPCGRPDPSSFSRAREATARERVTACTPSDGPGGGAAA
V-ATPase pH: regulators of yeast V-ATPase proton pumping, primary screen, pHLuorin cytosolic pH fluorescence; S. cerevisiae; response, % at 10 µM; actives 0.37% (n = 350,000); AID 504577, 2011; in the data active means response mostly above about 7.3%, no sharp cut-off; inactive means mostly below about 5.4%; further: actives read high; inactives centre near 0; some compounds called inactive have numbers as strong as hits; reference of the scale not given here
MOR-DOR inv ag: inverse agonists of MOR-DOR heterodimerization, primary screen, cell-based, luminescence | Mu-type opioid receptor (Homo sapiens) + Delta-type opioid receptor (Homo sapiens), … | cell-based MOR-DOR heterodimer luminescence, inverse agonism | inhibition, % at 9.3 µM | actives 0.21% (n = 340,000); in the data active means inhibition above about 22%, passing the limit was not always enough;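 further: 0% = cells with DMSO and 100% = wells without cells with DMSO; values of inactives mirror those of a sister screen read the other way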
Arrestin-AP2 inh: inhibitors of beta-arrestin/AP2 binding, primary screen, biochemical, GPCR trafficking, flow cytometry. FITC-arrestin peptide / GST-AP2 beads; AP2 beta2 appendage carries R879A mutation. inhibition, % at 10 µM. actives 0.31% (n = 340,000). AID 504490, 2011;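 active means inhibition above a set limit, near 3 SD of compounds lacking own fluorescence, cut at about 54% in these data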;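 further: plate controls were DMSO wells for no effect and 5 µM unlabelled arrestin peptide for full effect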
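Measured by: flow cytometry, FL1 (488/535 nm); Material: AP2 appendage R879A on GSH beads; Evaluation: percent response; Timing: pre-incubation 12 min, peptide binding 1 h, room temperature; Also added: 50 nM FITC-arrestin peptide; Medium: PBS with 0.05% Tween 20 and 0.1% BSA.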
Starred values were filed as active, the others as inactive; . = not tested or not shown.

Values in the order – Wnt act, Keap1 Nrf2 FP, cardiac RTF act, Cardiac RTF inh, LANA DNA inh, DSG3 Ab inh, MOR-DOR ag, V-ATPase pH, MOR-DOR inv ag, Arrestin-AP2 inh
- CC(C)OCCCNC(=O)c1cc2c(s1)CS(=O)(=O)C2
  -2.7, -6.3, -2.4, -1.6, -1.0, 95.7, -2.7, -1.8, 15.5, 7.3
- C=CCNc1nc(C(=O)OCC(=O)NCc2cccc(Cl)c2)cs1
  1.7, 2.7, -5.3, -4.3, 2.9, 99.8, -4.3, -1.9, 16.3, -1.7
- Cc1ccc(NC(=S)N2CCC(NC(=O)c3ccc(C)cc3)CC2)cc1
  -0.3, -0.6, -3.0, -6.3, -0.4, 103.0, -1.3, -2.9, 6.8, 22.2
- NS(=O)(=O)c1ccc(N/N=C/c2ccccc2C(=O)O)c([N+](=O)[O-])c1
  -1.2, -0.1, 0.4, 0.7, -0.7, 112.8, -2.7, -2.4, 13.0, 42.3
- COC(=O)c1ccccc1NC(=O)C1CCN(C(=O)c2cc(OC)c(OC)c(OC)c2)CC1
  ., -2.5, 0.6, -3.7, 0.5, 98.2, -1.5, -2.1, 8.8, -1.2
- CCCCOP(=O)(OCCCC)C(O)c1ccc(F)cc1 (centres undefined)
  1.9, -0.5, 3.3, -4.3, -0.7, 112.9, -1.0, -0.7, 4.8, -0.3
- CC1CCN(C(=O)COC(=O)CNC(=O)C23CC4CC(CC(C4)C2)C3)CC1
  -1.2, -0.5, -0.7, -1.9, -1.2, 122.5, -1.9, -0.1, 10.3, -15.7
- COc1ccc(CCC2(C)NC(=O)N(C(C)C(=O)Nc3ccccc3F)C2=O)cc1 (centres undefined)
  -3.1, -3.8, 0.5, 4.3, 1.0, ., -0.5, 0.9, 2.2, -2.0
- COc1ccc(NC(=O)CCc2nnc3ccc(NCc4ccco4)nn23)cc1
  -1.6, -3.2, 0.7, -6.1, -1.5, 94.8, -4.0, -4.7, 20.0, -7.6
- COc1ccccc1C(=O)Nc1nnc(SCC(=O)NCc2ccco2)s1
  ., -4.0, -1.0, -6.3, -0.6, 112.8, -4.1, 3.2, 20.9, 41.0
- CCC12C(=O)C(CC)(C(c3ccccc3)=C1c1ccccc1)[C@@H]1C(=O)N(c3ccccc3)C(=O)C12 (some centres undefined)
  -3.0, -0.8, 11.7, -6.3, 0.1, 94.8, 1.0, 3.8, -5.2, -5.3
- CCOC(=O)C1CCN(C(=O)C2CCN(S(=O)(=O)N3CCCC3)CC2)CC1
  -3.2, -2.4, -0.2, 1.6, -0.8, 101.8, -0.4, -2.9, 2.1, 4.3
- Cc1ccc(S(=O)(=O)CC(=O)Nc2nnc(C(C)(C)C)s2)cc1
  -0.7, -2.3, -4.6, -9.2, 2.7, 106.7, -3.8, -0.3, 20.1, 26.2
- Cc1cc(OCC(=O)N2CCCC2)cc(C)c1Cl
  -3.8, -2.4, 3.8, -7.9, 0.3, 100.7, -1.0, -1.9, 5.7, -2.6
- O=C(NC(Cc1ccccc1)C(=O)N1CCN(S(=O)(=O)c2ccccc2F)CC1)c1ccccc1 (centres undefined)
  -0.6, 3.0, -4.5, -13.3, 0.6, 94.6, -0.7, -1.4, 3.8, 30.2
- C[C@]12C=C[C@H](O)CC1=CCC1C2CC[C@@]2(C)C1CCC21OCCO1 (some centres undefined)
  -4.9, 0.1, 2.6, 4.5, -1.7, 117.6, 1.5, -0.9, -7.8, 4.5
- Cc1ccc(NCC(=O)N/N=C\c2ccc[nH]2)cc1
  -19.4, ., ., ., ., 107.3, ., -2.9, ., -17.1
- COc1ccc(S(=O)(=O)N2CCCC2CNC(=O)C(=O)NCCc2ccccc2)cc1 (centres undefined)
  -10.0, 3.6, -0.1, 3.2, -0.8, 105.9, -3.3, 0.1, 17.1, -17.7
- O=C(NNc1c2ccccc2nc2ccccc12)c1ccc(O)cc1
  -4.7, -2.3, -4.8, 1.8, 0.2, 96.9, 0.1, 3.3, -0.9, -3.6
- CCN(CC(=O)Nc1ccc(C)c(F)c1)CC(=O)NC(C)C
  -1.2, 3.0, -4.8, -3.1, 1.8, 98.4, 0.9, 4.0, -4.5, -2.1
- O=C(Nc1nnc(C2=COCCO2)o1)c1cccc(F)c1
  -1.2, 0.0, -2.5, -6.7, 0.0, ., -0.4, -0.8, 2.2, 1.3
- CCOC(=O)c1sc(NC(=O)CSc2n[nH]c(C)n2)nc1C
  -2.1, -3.6, 4.2, -12.0, -0.4, 109.5, -0.5, -1.4, 2.4, -9.2
- Cc1ccc(CN2CCNC(=O)C2CC(=O)NCc2cc(C)n(C)n2)cc1 (centres undefined)
  -0.2, -0.7, 0.5, -3.4, 3.2, ., -1.2, -2.8, 6.3, -11.7
- O=C(CSc1cccc2cccc(Cl)c12)OCC(=O)N1CCN(C(=O)c2ccco2)CC1
  -4.9, -5.0, -10.0, 0.2, 16.4, ., 1.1, -0.7, -6.4, 6.9
- Cc1cc(C)c(NC(=O)NC(=O)c2ccc(F)cc2)c(C)n1
  3.0, 3.0, -6.7, -0.7, 0.5, 95.6, -0.2, 2.6, 1.1, 20.9
- NS(=O)(=O)c1cccc(NC(=O)CN2CCc3ccccc32)c1
  0.7, -1.7, -0.5, -5.2, -1.8, ., -0.8, 1.1, 3.6, -15.4
- COc1ccccc1N(C)S(=O)(=O)c1ccc(Cl)c(C(=O)Nc2cccc(C)n2)c1
  -1.1, -5.0, -13.4, 0.4, -0.2, 103.0, 0.4, -0.9, -2.8, 21.4
- O=C(COc1ncnc2sccc12)N1CCN(C(=O)c2ccco2)CC1
  -1.5, -0.9, -4.1, 1.9, 0.4, ., -3.7, -2.0, 17.1, 18.8
- CCC(=NCCc1c(C)[nH]c2ccc(OC(F)(F)F)cc12)C1=C(O)CC(c2ccccc2)CC1=O (centres undefined)
  -1.3, -3.2, -3.1, 1.8, -0.1, 123.5, 3.8, -1.4, -19.5, -2.6
- CCCCCSc1nnc(-c2ccccc2N)c(=O)[nH]1
  -1.6, -4.1, 3.1, -5.5, 0.4, 84.3, 2.2, -5.6, -10.6, -7.1
- CC(C)(C)C1CCC(OCC(O)CN2CCN(Cc3ccccc3)CC2)CC1 (centres undefined)
  -3.7, -3.2, 0.4, -25.6, -0.3, 86.2, 4.1, 3.1, -26.0, -1.3
- Fc1ccc(CNC(=S)NC2CCCCC2)cc1
  -0.1, -1.2, 12.9, -3.7, 0.8, 79.3, 0.2, -0.3, -1.0, 7.6
- CCSC1=N/C(=C\c2cccnc2)C(=O)N1c1ccccc1
  1.6, -5.6, -4.3, 3.0, -0.9, 92.6, -1.4, -0.8, 8.4, -2.8
- Cc1ccc2ncnc(NCCCN3CCOCC3)c2c1
  ., -5.2, 8.3, -14.6, -0.6, 101.7, -0.2, -1.0, 1.0, -2.0
- CN1CCN(S(=O)(=O)c2csc(C(N)=O)c2)CC1
  0.2, -5.4, -9.6, -10.9, 0.3, ., -1.8, -0.9, 9.2, 7.0
- Cc1cc(F)ccc1NCc1cccnc1
  -0.7, -4.0, 0.2, 7.9, 1.3, ., -4.4, -1.8, 23.1, -6.2
- OCc1cc(-c2ccccn2)no1
  0.2, -3.5, 8.0, -5.8, 3.4, 103.6, -0.4, 1.7, 2.3, 0.8
- Nc1ccc(C(=O)OCC(=O)N2c3ccccc3Sc3ccccc32)cc1[N+](=O)[O-]
  -4.2, 1.8, 2.1, 7.9, -0.6, 94.2, 0.1, 0.0, -0.8, -8.3
- Cc1nnnn1/C(=C\c1ccccc1)C(=O)OCC(=O)Nc1ccc(Cl)cc1F
  -6.6, -7.2, -2.9, 5.0, -0.1, 111.5, 1.2, 4.4, -6.7, 6.4
- COC(=O)[C@@]1(Cc2ccc(OC)cc2)[C@H]2c3cc(C(=O)N4CCCC4)n(CCn4cc([N+](=O)[O-])nc4C)c3C[C@H]2CN1C(=O)c1ccccc1
  -1.8, 3.8, 0.0, 5.5, -0.6, 93.3, -1.2, 12.2, 7.0, 20.0
- O=C1C2CCCN2C(=S)N1C1CCCCC1 (centres undefined)
  -0.5, 0.2, -4.1, -5.8, -0.4, 100.3, -0.8, -0.6, 4.1, 16.1
- CCCn1nc(C(=O)NCCc2ccc(S(N)(=O)=O)cc2)c2ccccc2c1=O
  ., -1.3, -0.8, -15.6, 3.0, 108.2, -2.0, -2.0, 12.0, -1.2
- O=C1CSC(c2cccc([N+](=O)[O-])c2)N1c1ccccc1 (centres undefined)
  -2.0, 0.8, 0.4, -8.6, 1.5, 98.6, -2.6, 3.3, 12.6, 45.4
- COc1cc(/C=N/N(C)C)ccc1OC(=O)c1cccs1
  1.0, -6.0, 1.1, 4.1, 0.8, ., 1.0, 0.8, -4.3, 20.4
- COC(=O)c1cc(CNC(=O)C(C)NS(=O)(=O)c2ccc(C)c(C)c2)ccc1OC (centres undefined)
  2.8, 1.7, 4.5, 3.2, -2.8, ., -4.3, -0.9, 19.7, -2.7
- C=C(C)COc1ccc2c(C)c(CC(=O)N3C[C@H]4C[C@@H](C3)c3cccc(=O)n3C4)c(=O)oc2c1
  -1.4, 1.1, -1.4, 0.5, 0.3, 101.1, -4.8, 0.2, 24.0, 26.6
- Cc1ccc(C(=O)Nc2cccnc2N2CCN(C)CC2)cc1
  -0.8, -3.5, 7.3, -0.3, 0.3, 115.9, -0.3, 3.5, 1.8, 0.2
- Cc1ccc2c(c1)nnn2C1CCN(S(=O)(=O)c2ccc(C(=O)N3CC(C)CC(C)C3)cc2)CC1 (centres undefined)
  -0.6, -3.7, 2.4, -4.4, -1.2, ., -1.4, 1.7, 8.3, -3.6
- O=C(Nc1ccc(Nc2ccccc2)cc1)c1c(F)c(F)c(F)c(F)c1F
  -1.2, 2.9, 0.8, -9.6, 0.6, 102.9, 4.8, 4.0, -23.8, -3.1
- CCOC(=O)c1[nH]c(C)c(C(=O)NC2CCCCCC2)c1C
  ., 0.2, -2.5, -0.8, 0.7, 101.2, 1.5, -0.7, -8.0, -1.3
- CC(C)CNS(=O)(=O)c1ccc(OCC(=O)Nc2ccc(F)cc2F)cc1
  ., -0.2, 4.3, -6.4, -0.4, 109.3, 2.4, 5.2, -9.8, 5.7
- O=C(c1cnccn1)N1CCN(S(=O)(=O)c2ccc3ccccc3c2)CC1
  ., -5.9, -8.9, -1.4, -1.0, 107.2, 1.3, 4.2, -7.6, 1.1

No enrichment for hits, and some 3.1% of all compounds hit somewhere here.
